Bioassay records from PubChem BioAssay.
FUS suppressor = qHTS for Suppressors of FUS Proteinopathy: Primary screen using FUS-linked yeast assay | 390,000 tested, 0.24% active | AID 1347120, 2019 | S. cerevisiae FUS-expressing, growth rescue, OD600, 24 h | Potency, µM (top dose mostly 76.6 µM), for the others: top-dose growth rescue (activation), most hits filed as activators;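 also: potency is read from the fitted curve at half-maximal effect; plate controls were DMSO vehicle for no effect and reference control for full effect; nearly all actives have a fitted effect of over 55% in size; some results filed as inactive show a strong effect at the top dose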
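Toxicity suppression screen in FUS-yeast. Cells induced with 2% galactose, starting OD 0.005, treated 24hr at 30C with compounds at multiple final concentrations; growth by OD600.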
TDP43 rescue = qHTS of TDP-43 Inhibitors; TDP-43 expressing yeast growth rescue, BacTiter-Glo, 24 h; 410,000 tested, 1.8% active; Potency, µM (titrated, usually from 46.1 µM), for the others: at the highest dose growth rescue (activation), most hits filed as activators; also: potency is read from the fitted curve at half-maximal effect; % of control where 0% means no effect; nearly all actives have a fitted effect of over 50% in size
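In this qHTS, compounds that restore growth of yeast expressing TDP-43 appear as activators. Cells (OD600=0.02, galactose medium, raffinose-pregrown) are incubated with compound 24 hr at 30 deg C and growth is quantified by BacTiter-Glo.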
GLP1R cytotox = qHTS of GLP-1 Receptor Inverse Agonists: Cytotox Screen. HEK293 cAMP-luciferase reporter cells, luminescence, 24 h. Potency, µM (top dose mostly 38.3 µM), inactives show at the highest dose activity change, negative = inhibition, usual class: inhibitors. 410,000 tested, 0.13% active. AID 624418, 2012;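 also: loss of luciferase light is scored as toxicity; potency is read from the fitted curve at half-maximal effect; % is scaled to controls: 0 for no effect and ±100 for the full control effect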
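Here, cytotoxicity is scored as loss of luminescence. The MLSMR collection was tested on cells seeded in medium containing 10% Nu serum, with a 24 hr compound exposure preceded by 12 hours of culture.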
Abeta rescue = qHTS for compounds that reverse cellular toxicity of Amyloid beta (A-beta) peptide in yeast: Primary Screen. yeast expressing A-beta42, growth rescue, OD600, 48 h; response scale: 0% DMSO, 100% iron-clioquinol control. Potency, µM (series often up to 46.1 µM), inactives show at the top dose growth rescue, usual class: activators. 410,000 tested, 0.063% active; also: potency is read from the fitted curve at half-maximal effect; nearly all actives have a fitted effect of over 55% in size
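Yeast growth medium received pinned compounds, then yeast cells expressing toxic A-beta were added; plates incubated at 30 C for 48 hr. Growth read as absorbance at 600 nm, normalized to DMSO and equimolar FeCl3 plus clioquinol controls.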
GLP-1R inv ag = qHTS of GLP-1 Receptor Inverse Agonists (Inhibition Mode). AID 624417, 2012. Potency, µM (titrated, usually from 38.3 µM), for the others: at the top dose activity change, negative = inhibition, usual class: inhibitors. HEK293 GLP-1R CRE-luciferase, luminescence, 24 h; GLP-1R form is constitutively active. Glucagon-like peptide 1 receptor (Homo sapiens), P43220. 410,000 tested, 1.6% active; also: potency is read from the fitted curve at half-maximal effect; % is scaled to controls: 0 for no effect and ±100 for the full control effect; nearly all actives have a fitted effect of over 55% in size
Target sequence (P43220 whole entry, looked up): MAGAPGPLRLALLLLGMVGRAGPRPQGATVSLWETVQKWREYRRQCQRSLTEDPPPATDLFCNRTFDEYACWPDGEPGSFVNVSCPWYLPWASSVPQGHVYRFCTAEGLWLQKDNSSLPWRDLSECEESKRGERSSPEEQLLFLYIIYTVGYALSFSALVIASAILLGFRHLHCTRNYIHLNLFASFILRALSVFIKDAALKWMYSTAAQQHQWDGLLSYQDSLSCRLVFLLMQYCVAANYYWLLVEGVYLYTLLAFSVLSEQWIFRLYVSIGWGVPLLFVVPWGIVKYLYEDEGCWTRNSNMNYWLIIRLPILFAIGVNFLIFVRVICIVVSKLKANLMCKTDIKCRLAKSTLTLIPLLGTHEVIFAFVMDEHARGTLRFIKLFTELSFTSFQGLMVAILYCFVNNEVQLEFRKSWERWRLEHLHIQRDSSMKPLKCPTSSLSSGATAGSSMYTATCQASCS
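qHTS in 1536-well format: reporter HEK293 cells expressing constitutive GLP-1R activity in DMEM + 10% Nu serum, 24 hr with compounds at 37 deg C, luminescence read after 12 min with detection reagent.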
PTHR1 agonist = qHTS for PTHR1 Agonists: Primary Screen | 410,000 tested, 0.075% active | HEK293 GP2 PTHR1 cells, GloSensor cAMP luminescence, 1 h | Parathyroid hormone/parathyroid hormone-related peptide receptor (Homo sapiens), Q03431 | AID 743266, 2014 | Potency, µM (doses to about 115 µM), inactives show top-dose activation, usual class: activators; also: potency is read from the fitted curve at half-maximal effect; nearly all actives have a fitted effect of over 55% in size; some results filed as inactive show a strong effect at the top dose; inactives centre near -15; many of its hits are not listed in these tables
Target sequence (Q03431 whole entry, looked up): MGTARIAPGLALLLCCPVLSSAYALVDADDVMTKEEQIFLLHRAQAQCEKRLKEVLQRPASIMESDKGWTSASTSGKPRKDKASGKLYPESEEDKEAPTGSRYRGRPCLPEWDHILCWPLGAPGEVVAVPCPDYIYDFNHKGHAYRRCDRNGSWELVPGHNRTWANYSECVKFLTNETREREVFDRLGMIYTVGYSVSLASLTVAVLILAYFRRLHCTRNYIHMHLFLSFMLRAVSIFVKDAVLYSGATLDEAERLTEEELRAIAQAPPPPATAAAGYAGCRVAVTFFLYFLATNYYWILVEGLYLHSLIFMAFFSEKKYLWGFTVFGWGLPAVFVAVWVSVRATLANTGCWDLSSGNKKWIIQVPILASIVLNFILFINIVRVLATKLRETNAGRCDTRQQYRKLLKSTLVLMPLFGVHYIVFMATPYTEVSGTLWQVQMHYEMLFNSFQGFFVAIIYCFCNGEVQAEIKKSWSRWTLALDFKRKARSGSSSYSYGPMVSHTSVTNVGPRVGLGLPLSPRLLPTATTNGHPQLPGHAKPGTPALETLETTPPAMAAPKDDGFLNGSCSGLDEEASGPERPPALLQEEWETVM
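HEK-293-derived GP2 cells expressing PTHR1 and a GloSensor cAMP reporter, 3,000/well, plated overnight, given luciferin plus IBMX (each 0.5 mM as added) for 1 h at 37 °C, then compound for 1 h at 37 °C. Luminescence was read after 15 min at room temperature.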
Akt phos inh = HTS Assay for Inhibitors of Akt Phophorylation: Primary Screen; Neuro2A IGF-stimulated pAkt S473 HTRF, 20 min; stronger effect = lower value; activity change, % for hits at 50 µM; 360,000 tested, 0.32% active; AID 651550, 2012; in the data active = activity change below about -80%; inconclusive = mostly about -51% to -80%; also: % is scaled to controls: 0 for no effect and ±100 for the full control effect
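Single-point screen (50 µM final compound) in Neuro2A cells stimulated 20 min with 6 nM IGF at 37 deg C. After lysis, Ser473-phosphorylated Akt read by HTRF (ex 330 nm, em 615/665 nm) as the 665/615 ratio.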
MmCpn inh = Inhibitors of TCP-1 ring complex (TRiC) of Methanococcus maripaludis (MmCpn): qHTS. 330,000 tested, 0.031% active. purified Mm-Cpn ATPase, ADP Transcreener TR-FRET. Potency, µM (top dose mostly 76.9 µM), for inactives: at the highest dose activity, negative = inhibition, usual class: inhibitors. AID 504842, 2011; also: potency is read from the fitted curve at half-maximal effect; % is scaled to controls: 0 for no effect and ±100 for the full control effect; nearly all actives have a fitted effect of over 80% in size
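TR-FRET (320 nm excitation; 590 and 665 nm emission) reports ADP made from 10 uM ATP by 25 nM enzyme; compounds were preincubated 10 min, reaction run 30 min, both at 37°C.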
aSyn rescue = qHTS of alpha-syn Inhibitors. Yeast expressing alpha-synuclein, growth rescue, BacTiter-Glo, 24 h. AID 652106, 2013. 370,000 tested, 0.14% active. Potency, µM (doses to about 46.1 µM), for the others: at the top dose growth rescue (activation), usual class: activators; also: potency is read from the fitted curve at half-maximal effect; % of control where 0% means no effect; nearly all actives have a fitted effect of over 65% in size
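Readout is rescue of growth in alpha-synuclein-expressing yeast, so inhibitors of toxicity appear as activators. Growth after 24 hr at 30 deg C in galactose medium is quantified by luminescence.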
* hit, by the source's call; [ ] = remark or other dose. Unless noted, calls follow the shape of the dose curve; as a rule, active = well fitted curve in the direction sought with a large enough effect; inconclusive = small, poorly fitted or top-dose-only effect, or another doubt; inactive = no such curve, though single readings can be large; an effect the other way counts as inactive or inconclusive. This is a subset; count on the stated rates, not on these rows.

CC(C)C(NC(=O)CN1C(=O)c2ccccc2C1=O)c1ccccc1 (configuration not stated) was read as FUS suppressor -10%, TDP43 rescue 11%, GLP1R cytotox -2%, Abeta rescue 11%, GLP-1R inv ag -11%, PTHR1 agonist inactive, Akt phos inh inactive, MmCpn inh -4% and aSyn rescue 0%.
c1ccc(-c2noc(CSc3nnnn3C3CCCCC3)n2)cc1 was read as FUS suppressor 23%, TDP43 rescue 13µM*, GLP1R cytotox -5%, Abeta rescue 8%, GLP-1R inv ag 0%, PTHR1 agonist inactive, Akt phos inh inactive, MmCpn inh -1% and aSyn rescue 3%.
CCC(C)c1ccc(NC(=O)C2CCN(c3ccc(C(F)(F)F)cn3)CC2)cc1 (configuration not stated) was read as FUS suppressor -27%, TDP43 rescue 18%, GLP1R cytotox 9%, Abeta rescue 9%, GLP-1R inv ag inconclusive, PTHR1 agonist -15%, Akt phos inh inactive, MmCpn inh -1% and aSyn rescue 4%.
Cc1cc(N2CCOCC2)n2cc(-c3ccccc3)nc2n1 was read as FUS suppressor -2%, TDP43 rescue 2%, GLP1R cytotox -3%, Abeta rescue 14%, GLP-1R inv ag 14%, PTHR1 agonist -8%, Akt phos inh inactive, MmCpn inh -1% and aSyn rescue -1%.
CCOc1ccc(S(=O)(=O)N2CCCC(C(=O)NCc3cccnc3)C2)cc1 (configuration not stated) was read as TDP43 rescue 8%, GLP1R cytotox -2%, Abeta rescue 6%, GLP-1R inv ag 6%, PTHR1 agonist -3%, Akt phos inh inactive, MmCpn inh -9% and aSyn rescue 5%.
CC(C)n1cc(C(=O)c2ccccc2O)cc(C#N)c1=O was read as FUS suppressor 16%, TDP43 rescue -2%, GLP1R cytotox 1%, Abeta rescue 1%, GLP-1R inv ag 0%, PTHR1 agonist -3%, Akt phos inh inactive, MmCpn inh 1% and aSyn rescue -10%.
For O=C(c1ccccn1)c1conc1C(=O)c1ccc(Br)cc1 the results were FUS suppressor 22%, TDP43 rescue 3%, GLP1R cytotox 8%, Abeta rescue -40%[inhibitor], GLP-1R inv ag 2%, PTHR1 agonist inactive, Akt phos inh inactive, MmCpn inh -1% and aSyn rescue -15%.
Screening CN(Cc1c(F)cccc1Cl)C(=O)c1ccc(COc2ccccc2)cc1 returned TDP43 rescue 5%, GLP1R cytotox -8%, Abeta rescue -3%, GLP-1R inv ag inconclusive, PTHR1 agonist -16%, Akt phos inh inactive, MmCpn inh -1% and aSyn rescue 11%.
Cc1ccc(C)c(N2CCN(C(=O)c3csc4ccccc34)CC2)c1 was read as TDP43 rescue 0%, GLP1R cytotox -5%, Abeta rescue -17%, GLP-1R inv ag inconclusive, PTHR1 agonist -29%, Akt phos inh inactive, MmCpn inh -2% and aSyn rescue 9%.
CCN(CC)C(=O)[C@H]1C[C@H](CC(=O)NCc2ccc(OC)c(OC)c2)C(=O)N2CCc3c([nH]c4cc(-c5ccco5)ccc34)[C@]12C was read as FUS suppressor inconclusive, TDP43 rescue 15%, GLP1R cytotox -1%, Abeta rescue -9%, GLP-1R inv ag 0%, PTHR1 agonist inactive, Akt phos inh inactive, MmCpn inh -5% and aSyn rescue 0%.

Looked up one by one from above:
CC(C)n1cc(C(=O)c2ccccc2O)cc(C#N)c1=O was read as FUS suppressor 16%, TDP43 rescue -2%, GLP1R cytotox 1%, Abeta rescue 1%, GLP-1R inv ag 0%, PTHR1 agonist -3%, Akt phos inh inactive, MmCpn inh 1% and aSyn rescue -10%.
c1ccc(-c2noc(CSc3nnnn3C3CCCCC3)n2)cc1 was read as FUS suppressor 23%, TDP43 rescue 13µM*, GLP1R cytotox -5%, Abeta rescue 8%, GLP-1R inv ag 0%, PTHR1 agonist inactive, Akt phos inh inactive, MmCpn inh -1% and aSyn rescue 3%.

The list goes on:
CC(NC(=O)c1ccc(NC(=O)c2ccco2)cc1)c1ccccc1 (configuration not stated) was read as FUS suppressor 0%, TDP43 rescue -5%, GLP1R cytotox -4%, Abeta rescue 0%, GLP-1R inv ag 8%, PTHR1 agonist inactive, Akt phos inh inactive, MmCpn inh 2% and aSyn rescue 0%.
`COCCNCC(=O)Nc1ccccc1Sc1ccccc1` gave FUS suppressor 0%, TDP43 rescue -2%, GLP1R cytotox inconclusive, Abeta rescue -3%, GLP-1R inv ag -29%, PTHR1 agonist -7%, Akt phos inh inactive, MmCpn inh 0% and aSyn rescue 13%.
For Cc1ccc(C)c(N(Cc2ccccc2F)S(C)(=O)=O)c1 the results were FUS suppressor 12%, TDP43 rescue 7%, GLP1R cytotox 13%, Abeta rescue 20%, GLP-1R inv ag inconclusive, PTHR1 agonist inactive, Akt phos inh inactive, MmCpn inh 1% and aSyn rescue 5%.
Screening CC(C)(C)c1ccc(CC(=O)N2CCC2(C)C(=O)NS(=O)(=O)c2ccccc2)cc1 (configuration not stated) returned FUS suppressor 14%, TDP43 rescue 25%, GLP1R cytotox -4%, Abeta rescue 2%, GLP-1R inv ag -25%, PTHR1 agonist -4%, Akt phos inh inactive and aSyn rescue 12%.
`COc1ccc(S(=O)(=O)N2CCC(N3CCN(Cc4ccccc4)C(=O)C3=O)CC2)cc1` gave FUS suppressor 8%, TDP43 rescue 16%, GLP1R cytotox 3%, Abeta rescue 1%, GLP-1R inv ag -15% and PTHR1 agonist -16%.
Screening O=C(CCN1C(=O)/C(=C/c2cccs2)SC1=S)NC1=NCCS1 returned TDP43 rescue -1%, GLP1R cytotox -11%, Abeta rescue 6%, GLP-1R inv ag 16%, PTHR1 agonist inactive, Akt phos inh inactive, MmCpn inh 0% and aSyn rescue 12%.
Screening CCc1c(C#N)c(SCCC(=O)Nc2ccc(OC)cc2)nc2c1C(=O)CC(C)(C)C2 returned FUS suppressor 42%, TDP43 rescue 9%, GLP1R cytotox 2%, Abeta rescue -14%, GLP-1R inv ag inconclusive, PTHR1 agonist inactive, Akt phos inh inactive, MmCpn inh 0% and aSyn rescue 2%.
`Nc1nc(Cl)nc2ccc(Br)cc12` gave FUS suppressor -1%, TDP43 rescue 0%, GLP1R cytotox 4%, Abeta rescue -27%, GLP-1R inv ag -11%, PTHR1 agonist inactive, Akt phos inh inactive, MmCpn inh -16% and aSyn rescue -6%.
For CCOC(=O)c1cnc(Cc2ccccc2)[nH]c1=O the results were FUS suppressor -14%, TDP43 rescue 11%, GLP1R cytotox 1%, Abeta rescue 12%, GLP-1R inv ag 6%, PTHR1 agonist 0%, Akt phos inh inactive, MmCpn inh 1% and aSyn rescue 3%.
Cc1ccccc1CC1(CO)CCCN(C(=O)c2cccc(Cl)c2)C1 (configuration not stated) was read as FUS suppressor 29%, TDP43 rescue 19%, GLP1R cytotox 7%, Abeta rescue 10%, GLP-1R inv ag inconclusive, PTHR1 agonist -43%[inhibitor], Akt phos inh inactive, MmCpn inh -3% and aSyn rescue 11%.

Three compounds out of the list, ordered by molecular weight, descending:
Cc1ccccc1CC1(CO)CCCN(C(=O)c2cccc(Cl)c2)C1 (configuration not stated) was read as FUS suppressor 29%, TDP43 rescue 19%, GLP1R cytotox 7%, Abeta rescue 10%, GLP-1R inv ag inconclusive, PTHR1 agonist -43%[inhibitor], Akt phos inh inactive, MmCpn inh -3% and aSyn rescue 11%.
CC(NC(=O)c1ccc(NC(=O)c2ccco2)cc1)c1ccccc1 (configuration not stated) was read as FUS suppressor 0%, TDP43 rescue -5%, GLP1R cytotox -4%, Abeta rescue 0%, GLP-1R inv ag 8%, PTHR1 agonist inactive, Akt phos inh inactive, MmCpn inh 2% and aSyn rescue 0%.
For Cc1ccc(C)c(N(Cc2ccccc2F)S(C)(=O)=O)c1 the results were FUS suppressor 12%, TDP43 rescue 7%, GLP1R cytotox 13%, Abeta rescue 20%, GLP-1R inv ag inconclusive, PTHR1 agonist inactive, Akt phos inh inactive, MmCpn inh 1% and aSyn rescue 5%.

More structures.
`CC1CCN(S(=O)(=O)c2cc(C(=O)NCc3ccc(N(C)C)cc3)n(C)c2)CC1` gave FUS suppressor 13%, TDP43 rescue 21%, GLP1R cytotox 4%, Abeta rescue -5%, GLP-1R inv ag -16% and PTHR1 agonist -16%.
`COCC(C)n1c(SCc2nc3ccccc3c(=O)[nH]2)nc2ccccc2c1=O` (configuration not stated) gave FUS suppressor 27%, TDP43 rescue 23%, GLP1R cytotox 9%[0.307 µM], Abeta rescue 5%, GLP-1R inv ag 14%[0.307 µM], PTHR1 agonist -5%, Akt phos inh inactive, MmCpn inh 0% and aSyn rescue 6%.
`CCOC(=O)C1=C(C)N(c2ccccc2)C(=O)C1CC(=O)O` (configuration not stated) gave FUS suppressor 13%, TDP43 rescue 13%, GLP1R cytotox -11%, Abeta rescue 14%, GLP-1R inv ag 5%, PTHR1 agonist -29%, Akt phos inh inactive, MmCpn inh 0% and aSyn rescue 1%.
Screening Cn1c(=O)c2c(nc(Oc3ccc4c(c3)OCO4)n2Cc2ccc(F)cc2)n(C)c1=O returned FUS suppressor 1%, TDP43 rescue 27%, GLP1R cytotox 6%, Abeta rescue 21%, GLP-1R inv ag 3%, PTHR1 agonist inconclusive, Akt phos inh inactive, MmCpn inh 1% and aSyn rescue -2%.
